# Compound activity (PubChem)
# Bcl-W Bim block: disrupts Bim peptide binding to human Bcl-W; Q92843; bead-based flow cytometry; inhibition, % at 10 µM; actives 0.02% (n = 190,000); AID 952;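 also: 0% = bound tracer without compound and 100% = peptide blocker; higher means less fluorescent Bim peptide bound to Bcl-W beads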
# Avidin fluor: avidin bead compound fluorescence profile. Avidin beads, compound fluorescence 488/530 nm, flow cytometry; active compounds read high. fluorescence (KMESF) at 10 µM. actives 0.38% (n = 220,000). AID 1775; in the data active = fluorescence above about 47; also: inactives centre near 10
# Bim-Bcl-B: human Bim-Bcl-B interaction inhibition; Q9HD36; AID 951; actives 0.073% (n = 190,000); inhibition, % at 10 µM; bead-based flow cytometry, Bim peptide-Bcl-B binding;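 also: 0% = tracer peptide without compound and 100% = reference inhibitor peptide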
# RGS4-Gao reg: human RGS4-Galphao interaction regulation | P09471 | Multiplexed bead flow cytometry, RGS4-Galphao binding; actives lie on both sides | binding response (% of control), % at 10 µM | actives 0.33% (n = 220,000); in the data active = binding response below about 49% or above about 150%; inactive = in between;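 also: fluorescent Galphao activated with aluminum fluoride binding bead-coupled RGS4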
# ABCG2 inh: human ABCG2 inhibition, ABCB1 as counter-screen. inhibition, % at 6.6 µM. AID 1325. actives 0.1% (n = 190,000). Q9UNQ0. IgMXP3 cells, JC-1 efflux, flow cytometry;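 active = inhibition above 80%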;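 also: 0% = DMSO and 100% = nicardipine control wells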
#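 Test system: IgMXP3 (ABCG2) plus far-red-tagged CCRF-Adr (ABCB1) cells / Amount: 3 million cells/mL in well / Reagent: JC-1 transporter substrate / Timing: 10 min compound exposure, 25 °C / Signal: flow cytometry, 530 nm JC-1 signal / Read-out: percent efflux inhibition, scaled nicardipine 100% to DMSO 0% / Benchmarks: nicardipine as high control, DMSO as low control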
# GSH fluor: GSH bead compound fluorescence profile; actives 0.25% (n = 190,000); fluorescence (KMESF) at 10 µM; GSH beads flow cytometry, compound fluorescence 488/530 nm; active compounds read high; in the data active = fluorescence above about 89;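 also: glutathione beads carrying GST-tagged Bcl family fusion proteins plus one bare bead set; values are compound well signal with DMSO vehicle wells as background; inactives centre near 16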
# Bcl-XL Bim block: disrupts Bim peptide binding to human Bcl-XL | inhibition, % at 10 µM | actives 0.04% (n = 190,000) | bead flow cytometry, fluorescence | Q07817 | AID 1007
# Bim-Bcl-2: human Bim-Bcl-2 interaction inhibition | P10415 | Bead-based flow cytometry, Bim peptide-Bcl-2 binding | inhibition, % at 10 µM | actives 0.06% (n = 190,000) | AID 950; in the data active = inhibition above about 40%; inconclusive = no clear call, values can overlap the other calls;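 also: 0% = no compound wells with probe peptide and 100% = reference peptide inhibitor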
# Bim-Bfl-1: disrupts Bim binding to human Bfl-1. AID 1008. Bead-based flow cytometry, Bim-Bfl-1 binding inhibition. Q16548. actives 0.12% (n = 190,000). inhibition, % at 10 µM;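 also: 0% = wells without compound plus tracer and 100% = blocker peptide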
# ABCB1 block: inhibitors of human ABCB1 transporter, ABCG2 counter-screen; AID 1326; CCRF-Adr cells, JC-1 efflux, flow cytometry; inhibition, % at 6.6 µM; actives 0.067% (n = 190,000); in the data active = inhibition above about 40%;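 also: 0% = vehicle and 100% = reference inhibitor; higher value means more JC-1 retained so stronger ABCB1 efflux block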
# Target sequence (P08183 whole entry, looked up): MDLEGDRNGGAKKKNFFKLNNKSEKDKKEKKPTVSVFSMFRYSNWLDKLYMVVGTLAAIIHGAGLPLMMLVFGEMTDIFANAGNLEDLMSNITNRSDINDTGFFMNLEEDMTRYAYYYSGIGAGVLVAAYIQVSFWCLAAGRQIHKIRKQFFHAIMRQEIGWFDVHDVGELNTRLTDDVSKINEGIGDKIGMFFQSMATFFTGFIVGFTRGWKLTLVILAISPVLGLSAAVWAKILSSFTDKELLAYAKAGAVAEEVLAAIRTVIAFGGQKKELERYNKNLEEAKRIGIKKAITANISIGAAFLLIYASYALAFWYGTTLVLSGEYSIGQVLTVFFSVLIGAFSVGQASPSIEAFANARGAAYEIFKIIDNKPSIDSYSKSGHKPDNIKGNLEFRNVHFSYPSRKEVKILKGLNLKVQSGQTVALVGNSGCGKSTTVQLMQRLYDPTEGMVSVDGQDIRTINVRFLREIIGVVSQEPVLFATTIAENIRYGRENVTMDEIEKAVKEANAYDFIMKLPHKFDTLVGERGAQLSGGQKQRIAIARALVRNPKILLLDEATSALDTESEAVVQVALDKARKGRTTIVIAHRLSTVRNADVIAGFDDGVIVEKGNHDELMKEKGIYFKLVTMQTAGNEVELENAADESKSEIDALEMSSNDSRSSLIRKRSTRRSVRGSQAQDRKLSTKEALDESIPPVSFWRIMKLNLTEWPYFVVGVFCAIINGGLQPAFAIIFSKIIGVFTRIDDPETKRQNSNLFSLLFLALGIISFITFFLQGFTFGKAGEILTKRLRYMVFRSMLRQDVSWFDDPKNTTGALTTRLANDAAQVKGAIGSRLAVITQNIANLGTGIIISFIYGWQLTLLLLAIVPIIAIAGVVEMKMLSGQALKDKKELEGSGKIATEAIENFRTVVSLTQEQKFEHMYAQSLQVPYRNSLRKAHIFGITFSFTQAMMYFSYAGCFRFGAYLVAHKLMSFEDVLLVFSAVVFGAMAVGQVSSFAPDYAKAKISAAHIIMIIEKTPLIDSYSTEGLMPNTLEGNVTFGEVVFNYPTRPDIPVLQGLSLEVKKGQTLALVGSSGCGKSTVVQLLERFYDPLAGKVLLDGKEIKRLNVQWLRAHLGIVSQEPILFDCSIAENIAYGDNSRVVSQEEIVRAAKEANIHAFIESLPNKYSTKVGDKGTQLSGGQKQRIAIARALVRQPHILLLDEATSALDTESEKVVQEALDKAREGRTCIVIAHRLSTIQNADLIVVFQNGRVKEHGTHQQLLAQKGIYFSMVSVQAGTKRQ
# RGS7-Gao reg: regulators of human RGS7-Galphao interaction; Multiplexed bead flow cytometry, RGS7-Galphao binding; actives lie on both sides; actives 0.35% (n = 220,000); binding response (% of control), % at 10 µM; in the data active = binding response below about 49% or above about 150%; inconclusive = no clear call, values can overlap the other calls; inactive = in between;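 also: fluorescent Galphao held in activated GDP-AlF4 state binding bead-coupled RGS7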
# * hit, by the source's call; ? = inconclusive; . = not tested or not shown; & = joins results of further samples. Rule as the data show it, unless noted: active = inhibition above about 40%. Rows are unselected; any-hit rate near 1.3%.
SMILES,Bcl-W Bim block,Avidin fluor,Bim-Bcl-B,RGS4-Gao reg,ABCG2 inh,GSH fluor,Bcl-XL Bim block,Bim-Bcl-2,Bim-Bfl-1,ABCB1 block,RGS7-Gao reg
O=C(Cn1nnc2ccccc21)OCC(=O)c1ccccc1,0.0,9,-2.0,104.6,-1.3,15,-1.0,4.0,0.0,0.0,98.1
O=C(CNS(=O)(=O)c1ccccc1)NCc1cccnc1,0.0,10,-2.0,82.3,0.2,14,-1.0,0.0,-3.0,-0.2,78.2
COC(=O)c1cc(-c2ccc(Br)cc2)on1,0.0,7,2.0,97.6,3.6,26,1.0,3.0,2.0,0.3,101.0
Cc1cc(C(F)(F)F)c(C#N)c(N2CCOCC2)n1,-5.0,11,-3.0,104.6,4.9,32,-4.0,-7.0,-2.0,0.2,107.0
CCCCCC(=O)NN=C1CCN(Cc2ccccc2)CC1,-3.0,3,-4.0,99.6,0.5,10,-1.0,0.0,-3.0,-0.1,101.0
O=C(COC(=O)C1CCN(S(=O)(=O)c2cccc3cccnc23)CC1)c1ccc([N+](=O)[O-])cc1,0.0,12,-10.0,105.9,7.3,26,-5.0,-5.0,-11.0,1.4,115.3
COc1cc(C2CC(=O)N3CN(Cc4ccco4)CSC3=C2C#N)ccc1OCc1ccccc1 (stereo not given),-1.0,5,-15.0,96.4,-1.3,12,-6.0,-4.0,10.0,-0.3,94.0
CC(=O)Nc1ccc(S(=O)(=O)N(c2cccnc2)S(=O)(=O)c2ccc(NC(C)=O)cc2)cc1,.,4,.,76.7,1.8,65,.,?,.,0.6,76.8
C/C=C(\C)c1nnc(NC(=O)C(C)C)s1,0.0,7,-2.0,98.1,2.4,58,-3.0,0.0,-7.0,0.3,97.6
COc1ccc(C(=O)Nc2oc(-c3ccccc3)c(-c3ccccc3)c2C#N)cc1OC,2.0,7,-6.0,104.0,0.0,62,-9.0,-5.0,-10.0,0.5,101.9
N#CC1=C(N)Oc2n[nH]c(-c3ccc(F)cc3)c2C1c1ccncc1 (stereo not given),-1.0,8,-1.0,97.0,8.2,11,-1.0,-2.0,-2.0,0.7,100.2
c1nc(NCCN2CCOCC2)c2c3c(sc2n1)CCCCC3,0.0,19,-4.0,101.0,12.8,25,-5.0,-9.0,-11.0,7.9,99.0
Cc1ccc(Cl)cc1NC(=O)COC(=O)C12CC3CC(CC(C3)C1)C2,0.0&0.0,10&7,-4.0&-4.0,89.3&100.6,7.2&2.0,11&14,-1.0&-5.0,-2.0&0.0,-2.0&-1.0,1.6&0.2,93.6&100.4
O=C(CN1CCCCCC1)N1c2ccccc2Sc2ccccc21,0.0,9,-2.0,93.2,-0.5,13,-1.0,-4.0,-2.0,-0.2,99.7
Cc1ccc(C(=O)N(CN2CCCC2=O)c2ccc(F)cc2)cc1C,3.0,8,-4.0,100.5,-0.5,45,-1.0,-8.0,-10.0,-0.1,98.3
Oc1c(C(Nc2nc3ccccc3s2)c2ccco2)ccc2cccnc12 (stereo not given),0.0,5,-5.0,95.4,6.5,13,-4.0,-9.0,2.0,1.5,92.3
CC(C)CCNC(=S)Nc1ccccc1F,-1.0,16,-2.0,101.7,37.9,9,-3.0,-4.0,-5.0,-0.4,98.2
CC(C)c1ccc(/C=C/C(=O)Nc2nc3ccc([N+](=O)[O-])cc3s2)cc1,0.0,8,-6.0,95.5,0.6,28,-16.0,-9.0,-14.0,0.2,98.4
N#Cc1nc(-c2ccc(OCc3ccccc3)cc2)oc1NCc1ccco1,-2.0,37,0.0,101.4,1.1,14,0.0,-1.0,0.0,0.1,99.3
CCOC(=O)CN(Cc1ccccc1)S(=O)(=O)c1ccc(NC(C)=O)cc1,-4.0,30,-13.0,106.5,8.4,22,-7.0,-10.0,-20.0,0.9,108.5
Cc1ccc(OCC(=O)NNC(=O)CCC(=O)Nc2ccc(C)cc2C)cc1,0.0,38,2.0,93.6,-0.3,16,-3.0,0.0,-1.0,-0.1,95.6
COc1cccc(NC(=O)C(NCCC(C)C)c2ccccc2)c1 (stereo not given),-2.0,6,-12.0,97.5,2.1,34,-7.0,-14.0,-17.0,0.9,100.3
COc1ccc(N=C2CCS(=O)(=O)c3sccc32)cc1,0.0,18,0.0,96.3,0.5,11,-2.0,-4.0,-3.0,0.1,94.3
Cc1occc1C(=O)N1CCN(C(=O)C2CCCO2)CC1 (stereo not given),-1.0,9,0.0,100.0,1.1,13,-4.0,-1.0,0.0,0.3,102.3
O=C(NC1=NCCS1)c1cc(-c2ccc(-c3ccccc3)cc2)nc2ccccc12,0.0,9,-2.0,97.0,-2.7,10,-2.0,0.0,-2.0,-0.5,95.9

# Profiles, quoted from the list:
# Shown for N#Cc1nc(-c2ccc(OCc3ccccc3)cc2)oc1NCc1ccco1 : Bcl-W Bim block = -2.0; Avidin fluor = 37; Bim-Bcl-B = 0.0; RGS4-Gao reg = 101.4; ABCG2 inh = 1.1; GSH fluor = 14; Bcl-XL Bim block = 0.0; Bim-Bcl-2 = -1.0; Bim-Bfl-1 = 0.0; ABCB1 block = 0.1; RGS7-Gao reg = 99.3
# Shown for Cc1ccc(OCC(=O)NNC(=O)CCC(=O)Nc2ccc(C)cc2C)cc1 : Bcl-W Bim block = 0.0; Avidin fluor = 38; Bim-Bcl-B = 2.0; RGS4-Gao reg = 93.6; ABCG2 inh = -0.3; GSH fluor = 16; Bcl-XL Bim block = -3.0; Bim-Bcl-2 = 0.0; Bim-Bfl-1 = -1.0; ABCB1 block = -0.1; RGS7-Gao reg = 95.6

# 3 entries from above, sorted by the number in Bcl-XL Bim block, smallest number first:
mol,Bcl-XL Bim block
c1nc(NCCN2CCOCC2)c2c3c(sc2n1)CCCCC3,-5.0
Cc1cc(C(F)(F)F)c(C#N)c(N2CCOCC2)n1,-4.0
N#CC1=C(N)Oc2n[nH]c(-c3ccc(F)cc3)c2C1c1ccncc1 (stereo not given),-1.0

# Other records follow:
SMILES,Bcl-W Bim block,Avidin fluor,Bim-Bcl-B,RGS4-Gao reg,ABCG2 inh,GSH fluor,Bcl-XL Bim block,Bim-Bcl-2,Bim-Bfl-1,ABCB1 block,RGS7-Gao reg
O=C(Nc1ccc(N2CCCC2)cc1)C(Cl)c1ccccc1 (stereo not given),11.0,8,-19.0,95.1,-1.5,32,-9.0,-2.0,13.0,-0.5,96.1
Oc1ccc(/C=N/Nc2nc(N3CCCC3)nc(N3CCCC3)n2)cc1O,-2.0,9,-5.0,91.3,3.8,11,-2.0,-2.0,-2.0,0.3,86.9
CCOC(=O)c1ccc(NC(=O)COc2ccccc2CNCCO)cc1,-6.0,12,-8.0,104.6,19.6,15,-8.0,-7.0,-9.0,0.5,?
CCn1c(=O)n(CC)c2cc(N)ccc21,-3.0,9,-3.0,101.9,1.4,9,-1.0,-8.0,-9.0,0.5,101.5
CCOc1ccc(S(=O)(=O)NCc2ccccn2)cc1,0.0,7,-6.0,101.7,1.1,39,-2.0,-8.0,-9.0,0.3,99.9
COc1ccc(C(=O)CSC2=C(C#N)C3(CCCCC3)C(C#N)=C(N)N2)cc1,0.0,9,-8.0,96.2,-0.1,35,-4.0,-7.0,-7.0,-0.2,93.5
CCCNC(=O)COC(=O)/C=C/c1ccco1,-2.0,9,-7.0,97.5,-2.8,11,-2.0,-5.0,-9.0,-0.1,99.7
CCOc1cc(C2C(C(=O)N3CCCCC3)=C(C)NC3=C2C(=O)CCC3)cc(Br)c1O (stereo not given),-1.0,12,-5.0,99.6,3.6,30,-7.0,-9.0,-15.0,0.9,100.4
O=C(Nc1ccccc1)C1=C[C@H](c2ccc3c(c2)OCO3)C[C@H](OCCCCO)O1,0.0,7,-4.0,99.0,3.8,21,-4.0,-10.0,-6.0,0.4,100.9
CNC(=O)c1cc2ccccc2o1,-2.0,31,-7.0,101.4,4.0,24,-7.0,-12.0,-20.0,0.3,99.6
Cc1ccc(-c2cn3c(=S)[nH]nc3s2)cc1,1.0,7,-16.0,94.8,-0.5,4,-3.0,-2.0,17.0,-0.2,119.2
Cc1cc(C)n(Cc2ccc(Cl)cc2Cl)c(=O)c1S(=O)(=O)c1ccccc1,-2.0,14,-10.0,98.5,-1.8,27,-3.0,-10.0,-9.0,-2.7,95.7
O=C(CCSc1ccccc1)N1CCN(c2ccccc2F)CC1,-2.0,11,-4.0,94.0,0.8,14,-5.0,-4.0,-6.0,0.4,96.5
CCc1ccc(N(C(=O)c2ccco2)C(C(=O)NC2CCCC2)c2ccco2)cc1 (stereo not given),-1.0,20,-1.0,102.7,0.3,19,-4.0,-4.0,1.0,0.7,101.7
Cc1cc(NC(=O)COn2nnc3ccccc32)no1,-2.0,8,-6.0,96.5,2.1,30,-3.0,-7.0,-13.0,0.3,96.7
CCC1(C(=O)O)NC(c2cccc(OC)c2O)C2C(=O)N(c3ccccc3)C(=O)C21 (stereo not given),0.0,6,-9.0,99.6,0.9,28,-6.0,-8.0,-12.0,0.0,95.1
Cc1ccccc1/C=C1\OC(=O)c2ccccc21,-1.0,12,-11.0,100.1,47.8,35,-9.0,-9.0,-21.0,0.9,98.2
Cc1ccc(C)c(S(=O)(=O)N/N=C2/CCCc3ccccc32)c1,-2.0,4,-9.0,98.9,3.5,27,1.0,-10.0,-9.0,0.2,97.6
Cc1ccc(CNC(=O)CCNS(=O)(=O)c2ccc(C)cc2)cc1,3.0,6,-7.0,106.3,-0.6,50,-6.0,-8.0,-9.0,0.0,92.9
O=C(CCNC(=O)c1ccc(Br)cc1)Nc1nccs1,-6.0,11,0.0,101.5,4.0,11,-5.0,3.0,1.0,0.5,99.0
COC(=O)/C=C(\C)NC(=O)c1ccccc1Cl,1.0,16,-2.0,96.5,2.5,28,-2.0,-4.0,-9.0,0.2,100.4
O=[N+]([O-])c1cccc(NC(=S)N2CCOCC2)c1,1.0,9,-24.0,97.4,4.4,20,-4.0,0.0,2.0,2.0,101.9
CC(=O)c1c(C)[nH]c(C)c1C(C)=O,-1.0,10,-8.0,99.5,3.1,30,-4.0,-11.0,-14.0,0.5,98.9
O=C(CNc1cccc(C(F)(F)F)c1)N/N=C/c1cn(-c2ccccc2)nc1-c1ccccc1,-1.0,1,-2.0,94.7,-2.5,9,-4.0,0.0,0.0,0.1,97.9
COc1ccc(CN(Cc2ccc(C(=O)O)cc2)C(=S)Nc2ccccc2C)cc1OC,-5.0,12,-14.0,99.1,1.5,15,-5.0,-4.0,-3.0,0.2,103.2
CCOc1cc(C=O)ccc1OCCSc1ccc(C)cc1,-2.0,7,-9.0,106.0,5.1,44,-8.0,-8.0,-15.0,0.8,104.9
O=C(NCc1ccco1)C(c1cccs1)N(Cc1ccccc1)C(=O)Cn1nnc2ccccc21 (stereo not given),-1.0,17,-11.0,102.2,1.3,24,-5.0,-18.0,-11.0,0.0,104.3
